EPAC1 antag: EPAC1 (human) antagonism | hit rate 0.14% among 360,000 | O95398 | Potency, µM (series often up to 115 µM), for the others: at the highest dose activity change, negative = inhibition, usual class: inhibitors | EPAC1 GEF assay, Rap1b-BODIPY-GDP exchange fluorescence;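 note: potency is the fitted concentration of half-maximal effect; plate controls were vehicle for no effect and positive control for full effect; nearly all actives have a fitted effect of over 50% in size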
Mm-Cpn inhibitor: inhibitors of Methanococcus maripaludis chaperonin (MmCpn); purified Mm-Cpn ATPase, ADP Transcreener TR-FRET; Potency, µM (top dose mostly 76.9 µM), inactives show top-dose activity, negative = inhibition, hits mostly inhibitors; hit rate 0.031% among 330,000; note: potency is the fitted concentration of half-maximal effect; % is set by controls: 0 for no effect and ±100 for the full control effect; nearly all actives have a fitted effect of over 80% in size
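ATPase read-out: TR-FRET ADP immunoassay (anti-ADP Eu cryptate vs ADP-d2), ex 320 nm, em 590/665 nm; signal drops as ADP forms. Enzyme 25 nM, ATP 10 uM, 30 min at 37°C after 10 min compound preincubation.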
EPAC1 agonist: EPAC1 (human) agonism; O95398; EPAC1 agonist qHTS, biochemical assay; response scale: 100% = response to 6.5 mM cAMP; Potency, µM (doses to about 154 µM), inactives show at the highest dose activation, actives largely listed as activators; hit rate 0.073% among 360,000; note: potency is the fitted concentration of half-maximal effect; nearly all actives have a fitted effect of over 60% in size
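Fluorescent GDP-exchange assay: 100 nM EPAC1 with 250 nM Rap1B preloaded with BODIPY-GDP and 50 uM GDP; compounds tested as concentration series, 5 min at room temperature, then read every 5 min for 30 min (ex 480/em 540 nm); normalized to 6.5 mM cAMP.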
WRN inhibitor: WRN helicase (human) inhibition | AID 651768 | WRN helicase unwinding, fluorescent forked duplex, kinetic | Potency, µM (series often up to 114 µM), for inactives: top-dose activity change, negative = inhibition, usual class: inhibitors | Q14191 | hit rate 0.46% among 360,000; note: potency is the fitted concentration of half-maximal effect; % is set by controls: 0 for no effect and ±100 for the full control effect; nearly all actives have a fitted effect of over 55% in size
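Enzyme (20 nM final) and test compound sit together 15 min at room temperature before substrate addition. Substrate is a single-forked duplex oligonucleotide (100 nM) labelled with fluorophore and quencher, with 2 mM ATP; helicase unwinding raises red fluorescence, read kinetically.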
CCT chaperon mod: changes cytosolic chaperonin activity | hit rate 0.3% among 360,000 | purified chaperonin ATPase assay, HTRF ADP detection, 30 min | activity change, % (test concentration not listed), hits read low; in the data active = activity change below about -30%; note: % is set by controls: 0 for no effect and ±100 for the full control effect
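Enzyme 40 or 20 nM (batch-dependent) in Tris pH 7.4/KCl/MgCl2/DTT; cpd 76 uM single point; ATP 10 uM; 30 min 37 °C; Transcreener ADP HTRF detection, 30 min RT; ratio 665/615.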
PI5P4K alpha inh: inhibitors of human PI5P4K alpha. AID 652105. PI5P4Kalpha enzyme, ADP-Glo luminescence, 60 min; active compounds read low. hit rate 1.2% among 330,000. max response, %. P48426; active = max response of -50% or lower; inconclusive = between -30% and -50%; inactive = -30% or higher; note: value at the top dose of about 77 µM; % is set by controls: 0 for no effect and ±100 for the full control effect
Target sequence (P48426 whole entry, looked up): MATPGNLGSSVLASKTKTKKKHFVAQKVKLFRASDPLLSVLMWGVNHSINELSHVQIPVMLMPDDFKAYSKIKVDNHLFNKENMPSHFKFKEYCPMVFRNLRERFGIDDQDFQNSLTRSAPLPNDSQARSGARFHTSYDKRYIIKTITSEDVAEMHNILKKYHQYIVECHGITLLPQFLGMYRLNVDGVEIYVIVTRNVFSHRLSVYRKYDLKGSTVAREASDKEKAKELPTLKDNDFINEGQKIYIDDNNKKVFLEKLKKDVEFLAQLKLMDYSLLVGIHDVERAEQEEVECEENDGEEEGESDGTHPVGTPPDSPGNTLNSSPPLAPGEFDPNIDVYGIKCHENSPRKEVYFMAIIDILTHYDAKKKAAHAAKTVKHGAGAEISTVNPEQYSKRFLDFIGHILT
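Enzyme plus substrate dispensed, test compounds pinned in, then ATP (5 microM final) added. After 60 min at RT, ADP-Glo reagent 1 for 45 min and reagent 2 for 30 min preceded luminescence imaging.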
PLK1 PBD inh: inhibitors of human PLK1 polo-box domain binding. P53350. Plk1 PBD binding of FITC phosphopeptide, fluorescence polarization. Potency, µM, without a hit: max response, negative = inhibition, most hits filed as inhibitors. hit rate 2.8% among 360,000; note: potency is the fitted concentration of half-maximal effect; series mostly up to about 57 µM; % is set by controls: 0 for no effect and ±100 for the full control effect; nearly all actives have a fitted effect of over 65% in size
Target sequence (P53350 whole entry, looked up, the tested form may be a part): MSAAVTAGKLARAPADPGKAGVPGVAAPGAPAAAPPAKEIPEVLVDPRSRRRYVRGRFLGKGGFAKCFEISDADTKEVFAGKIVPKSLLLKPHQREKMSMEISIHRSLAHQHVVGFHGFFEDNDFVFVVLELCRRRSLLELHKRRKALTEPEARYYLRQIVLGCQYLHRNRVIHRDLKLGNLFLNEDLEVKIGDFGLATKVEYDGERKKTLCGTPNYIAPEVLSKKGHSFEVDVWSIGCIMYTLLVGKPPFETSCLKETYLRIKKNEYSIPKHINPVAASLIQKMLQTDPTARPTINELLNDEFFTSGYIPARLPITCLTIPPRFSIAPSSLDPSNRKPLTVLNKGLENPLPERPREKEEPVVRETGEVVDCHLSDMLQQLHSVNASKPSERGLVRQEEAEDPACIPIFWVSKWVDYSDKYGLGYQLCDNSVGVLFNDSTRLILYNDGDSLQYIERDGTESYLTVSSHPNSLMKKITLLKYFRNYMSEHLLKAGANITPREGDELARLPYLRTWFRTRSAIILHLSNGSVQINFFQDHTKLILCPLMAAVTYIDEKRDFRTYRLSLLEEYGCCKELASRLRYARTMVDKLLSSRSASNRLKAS
EPAC2 antagonist: antagonists of human EPAC2; Q8WZA2; EPAC2 GEF exchange of Rap1B-BODIPY-GDP, fluorescence; Potency, µM (top dose mostly 114 µM), without a hit: top-dose activity, negative = inhibition, most hits filed as inhibitors; hit rate 0.18% among 360,000; AID 720708; note: potency is the fitted concentration of half-maximal effect; % is set by controls: 0 for no effect and ±100 for the full control effect; nearly all actives have a fitted effect of over 45% in size; many of its hits are not listed in these tables
* marks the source's active call; other numbers are inactive results; u = inconclusive; x = not tested or not shown; [ ] = dose if it differs, or a comment. Unless noted, calls come from the whole dose curve; as a rule, active = well fitted curve in the direction sought with a large enough effect; inconclusive = small, poorly fitted or top-dose-only effect, or another doubt; inactive = no such curve, though single readings can be large; an effect the other way counts as inactive or inconclusive. These rows are one share of the data. The share of hits here may be higher or lower than overall.

SMILES	EPAC1 antag	Mm-Cpn inhibitor	EPAC1 agonist	WRN inhibitor	CCT chaperon mod	PI5P4K alpha inh	PLK1 PBD inh	EPAC2 antagonist
O=C(Nc1ccccc1)Nc1ccncc1	5%	1%	-3%	0%	0.6	-4	6%	-11%
COc1cc(/C=C/C(=O)OCC(=O)NCCc2ccccc2)cc(OC)c1OC	-11%	2%	-7%	0%	-0.7	6	-9%	14%
CCOC(=O)NNC(=O)NCCCCCCNC(=O)NNC(=O)OCC	16%	u	-11%	4%	0.3	-8	-4%	-7%
CC(C)(C)NC(=O)C(c1cccnc1)N(C(=O)c1ccc(Cl)nc1)C1CCCC1 (centres undefined)	6%	0%	-1%	6%	-4.2	-5	-4%	5%
CC(C)C/C(O)=C/c1nc2cc(Cl)ccc2oc1=O	2%	-3%	1%	-7%	-2.8	9	-7%	10%
Cc1cc(C)n(CCC(=O)Nc2cccc(F)c2)n1	2%	0%	-3%	0%	-2.4	0	-6%	5%
CC(C)CCN1C(=O)c2ccc(C(=O)NCc3ccccn3)cc2C1=O	-5%	0%	-11%	-24%	1.1	-8	-7%	-4%
Cc1ccccc1NC(=O)Cn1nc(C(F)(F)F)cc1C1CC1	-1%	-1%	8%	-1%	-3.9	x	-9%	-3%
CC1=NNC(=O)C1CCC(=O)N/N=C/C=C/c1ccccc1 (centres undefined)	10%	0%	1%	5%	-3.4	-1	-6%	20%
CCOC(=O)CCC(NC(=O)CC(=O)NC(CCC(=O)OCC)C(=O)OCC)C(=O)OCC (centres undefined)	3%	-7%	-2%	1%	-0.6	5	2%	3%
O=C(N/N=C\c1ccc(Cl)s1)C1COc2ccccc2O1 (centres undefined)	u	0%	9%	-2%	-0.3	12	-6%	4%
O=C(Nc1c2c(nn1-c1ccccc1)CS(=O)(=O)C2)C1CC1	4%	x	16%	8%	-0.1	1	-13%	3%
CCOc1ccc2oc(=O)cc(CN3CCN(Cc4ccccc4)CC3)c2c1	9%	2%	-2%	3%	-0.9	8	-1%	7%
C[C@H](CO)N1C[C@H](C)[C@@H](CN(C)C)Oc2c(NS(=O)(=O)c3cn(C)cn3)cccc2C1=O	2%	0%	10%	-4%	-1.6	-2	-15%	10%
COc1cccc(Nc2ncnc3c2cnn3-c2cccc(C)c2)c1	9%	u	10%	-9%[11.6 µM]	1.1	x	1%	13%
COc1ccc(CCNC(=O)c2c(C)nc3ccccn23)cc1	8%	3%	-4%	-5%	0.3	-1	4%	8%
Cc1cccc(-c2ccc3c(c2)C2CC3CCN2)c1 (centres undefined)	-10%	x	-14%	-2%	0.1	-19	1%	1%
O=C(Nc1cccnc1)c1cccs1	20%	-1%	0%	7%	0.5	x	-5%	13%
COc1nc(=O)n(C2OC(CO)C(O)C2O)cc1C (centres undefined)	-21%	x	10%	-10%	0.9	0	0%	-3%
O=C(CSc1nc(-c2ccccc2)c(-c2ccccc2)[nH]1)N1CCN(S(=O)(=O)c2ccccc2)CC1	8%	0%	13%	-8%	-1.5	1	-13%	-4%
COc1ccc(/C(=N/OC(C)=O)c2nccc3cc(OC)c(OC)cc23)cc1OC	-4%	-25%	1%	15%	-4.1	-3	-13%	-17%
CCOC(=O)c1sc2nc(C)nc(NCc3cccnc3)c2c1C	-5%	-1%	11%	-11%	-0.2	2	-8%	-1%
CCN(CC(=O)NC1CCS(=O)(=O)C1)C(C)C(=O)Nc1ccc(F)cc1 (centres undefined)	-3%	0%	-6%	-8%	-0.1	4	4%	9%
Cc1cc(NC(=O)c2ccc3c(c2)C(=O)N(CCC(C)C)C3=O)no1	-2%	x	-12%	4%	1.5	-2	-6%	2%
Cc1c(C(=O)N2CCN(c3ccc([N+](=O)[O-])cc3)CC2)sc2ncn(CC(=O)N3CCOCC3)c(=O)c12	9%	-1%	-1%	-13%	1.4	0	-4%	9%
Remaining list, next part.
SMILES	EPAC1 antag	Mm-Cpn inhibitor	EPAC1 agonist	WRN inhibitor	CCT chaperon mod	PI5P4K alpha inh	PLK1 PBD inh	EPAC2 antagonist
COc1ccc(N(C(=O)CNC(=O)c2ccco2)C(C(=O)NCC2CCCO2)c2ccc(OC)c(OC)c2)cc1 (centres undefined)	14%	1%	-11%	3%	-6.6	6	-6%	-3%
CCOC(=O)N1CCN(C(=O)CN(C)S(=O)(=O)c2ccc(OCC)cc2)CC1	18%	-3%	14%	7%	-0.3	6	-9%	2%
CNC(=S)N(Cc1ccc(Cl)cc1)Cc1cccs1	-24%	0%	8%	-5%	-4.2	15	-4%	-25%
COC(=O)c1ccc(NC(=S)NCCc2cccc(C)c2)cc1	6%	-4%	4%	3%	-1.5	5	-4%	0%
O=C(CSc1nnc(-c2cccs2)n1CC1CCCO1)c1cc2ccccc2o1 (centres undefined)	-16%	u	0%	-16%	-1.5	u	-18%	10%
O=S(=O)(Cc1ccccc1)NCC1CCCN(Cc2ccc(F)c(F)c2)C1 (centres undefined)	11%	5%	-7%	5%	-1.4	2	4%	10%
O=C1C=CN(C(=O)Oc2ccccc2)CC1	-14%	0%	-4%	9%	-0.2	-2	2%	7%
CC(=O)Nc1ncnc2c1c(-c1ccc(Cl)cc1)nn2C(C)(C)C	-16%	-1%	7%	-3%	-0.5	1	-6%	-19%
CN(CCOc1ccc(Cl)cc1)C(=O)CNS(=O)(=O)c1ccc(N(C)C)c([N+](=O)[O-])c1	-7%	0%	1%	1%	-0.7	14	-2%	-2%
COc1ccc(-c2cc(C(F)(F)F)nc(SCC(=O)Nc3ccc4c(c3)OCO4)n2)cc1	-10%	0%	4%	14%	0.1	-5	-8%	6%
OCCN(Cc1ccccc1)Cc1ccc(C(F)(F)F)cc1	-12%	0%	-10%	0%	-0.2	-6	-6%	-6%
CCOc1ccccc1N(CC(=O)Nc1c(C)n(C)n(-c2ccccc2)c1=O)S(=O)(=O)c1ccccc1	-27%	-3%	0%	-1%	-1.1	4	-6%	2%[57.1 µM]
Cc1cc(N/N=C/c2c[nH]c3ccccc23)c2ccccc2n1	-24%	1%	8%	2%	-2.2	5	-10%	-2%
O=C1CCCN1CCC12CC3CC(CC(C3)C1)C2	-10%	0%	6%	5%	-0.9	-3	3%	-18%
CCS(=O)(=O)N1CCC(C(=O)Nc2ccc3c(c2)CCC3)CC1	7%	3%	-7%	21%	-0.2	4	-2%	-6%
CCCCN1C(=O)CC(N2CCOCC2)C1=O (centres undefined)	9%	0%	-4%	-11%	2.4	3	-3%	11%
CN=C(C[N+](=O)[O-])NCCSCc1ccc(CN(C)C)o1	-2%	0%	9%	-6%	0.0	7	-9%	-12%
N#C/C(=C\c1ccccc1OCc1ccc(C(=O)O)cc1)c1ccccc1	-11%	0%	-1%	-11%	0.8	22	-20%	-21%
COc1ccc(CSc2nc(CSC)cc(N3CCOCC3)n2)cc1	7%	-2%	15%	-24%	-1.0	x	2%	3%
c1ccc(CCCCNCC2COc3ccccc3O2)cc1 (centres undefined)	0%	2%	6%	4%	1.6	-4	-3%	-8%
Cc1onc(-c2ccccc2Cl)c1C(=O)NC(=S)NCC(=O)c1ccccc1	1%	-3%	15%	1%	1.0	-3	-3%	-12%
CC1CCCCC1NC(=O)COn1nnc2ccc(Cl)cc21 (centres undefined)	5%	1%	5%	3%	-5.6	6	-3%	-4%
O=S(=O)(Nc1ccccc1Cl)c1cccc2nsnc12	-11%	0%	9%	3%[11.6 µM]	-3.8	u	-19%	-17%
CC1CC(C)(C)NC(=S)N1CCCC(=O)Nc1ccc(F)c(F)c1 (centres undefined)	-10%	2%	-1%	4%	-1.1	10	-8%	0%
CCOCCCn1c(SC(C(=O)Nc2cc(C)ccc2C)c2ccccc2)nnc1-c1ccc(Cl)cc1 (centres undefined)	8%	1%	7%	1%	1.9	5	-1%	3%
The list continues:
SMILES	EPAC1 antag	Mm-Cpn inhibitor	EPAC1 agonist	WRN inhibitor	CCT chaperon mod	PI5P4K alpha inh	PLK1 PBD inh	EPAC2 antagonist
CCC(=O)Nc1ccccc1N1CCN(S(C)(=O)=O)CC1	-6%	3%	4%	-1%	-2.1	-6	-5%	-16%
OC(COc1ccccc1)CN1CCC(Cc2ccccc2)CC1 (centres undefined)	-2%	-5%	4%	-6%	-7.3	5	-5%	-4%
Nc1nc(N2CCCCC2)nc(N(c2ccccc2)c2ccccc2)n1	-1%	-2%	4%	-7%	-29	3	3%	1%
S=C(Nc1ccccc1)Nc1cc(Cl)ccc1Oc1ccccc1	-3%	3%	14%	-11%	-0.2	1	-2%	-3%
O=C(CC1CCCC1)Nc1nnc(C2CC2)s1	1%	0%	0%	-4%	0.3	2	0%	-1%
CNC(=S)NNC(=O)c1oc2nc(-c3ccccc3)cc(-c3ccco3)c2c1N	5%	-1%	6%	1%	0.4	-12	-14%	5%
O=C(Nc1ccccc1)OCCNC(=O)c1ccccc1	-2%	1%	8%	-27%	2.3	-8	-9%	8%
CC(C)C[C@@H](CNCC(=O)[C@H](C)NC(=O)c1[nH]cnc1C(=O)N[C@H](CN)CC(C)C)NC(=O)c1nc[nH]c1C(=O)N[C@@H](C)C(=O)O	2%	x	-19%	5%	-1.4	-12	u	7%
CCn1c(NC(=O)c2ccc(F)cc2)c2ccccc2nc1=O	-4%	1%	0%	3%	-2.3	x	u	-1%
O=C(c1ccc(C(F)(F)F)cc1)C1CCCN(C(=O)c2csnn2)C1 (centres undefined)	11%	-1%	-11%	-1%	1.0	5	2%	4%
Cc1cc([N+](=O)[O-])ccc1NCc1ccccc1	-8%	-1%	25%	-25%	-2.2	x	-2%	-11%
CCCNC(=O)C1(C)CCCN(Cc2cccc3ccccc23)C1 (centres undefined)	-3%	x	-2%	-6%	1.0	7	1%	-26%
COc1ccc(-n2ncc3c(NC(C)C)ncnc32)cc1	-1%	0%	2%	-8%	3.6	x	-4%	4%
CC1(C(=O)NS(=O)(=O)c2cccc(Cl)c2)CCN1C(=O)Cc1ccsc1 (centres undefined)	-4%	x	-5%	7%	0.9	2	3%	-4%
CCN(CCCNC(=O)CCc1nc(-c2ccc(C)cc2)no1)c1cccc(C)c1	-23%	-1%	-1%	-4%	-3.4	0	24µM*	-20%
CC1(C(=O)Nc2ccc3[nH]ncc3c2)CCN1C(=O)C/C=C/c1ccccc1 (centres undefined)	2%	x	5%	5%[57.1 µM]	-5.3	-1	-5%	3%
Cc1cc(N=Cc2cc(Br)ccc2O)no1	12%	0%	2%	-3%	-1.1	x	-12%	-5%

Screens: PubChem, National Center for Advancing Translational Sciences (NCATS)
